TAAR1 antag: human TAAR1 antagonists, primary screen, Fluo-8 calcium fluorescence, CHO RD-HGA16 cells; antagonist; inhibition, % at 3 µM; hit rate 1.5% among 360,000; AID 624466, 2012;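 active = inhibition above a per-plate cutoff, the mean inhibition of test compounds on that plate plus 3 SD, cut at about 49% in these data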;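 also: 0% = DMSO plus EC80 beta-PEA response and 100% = DMSO alone without agonist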
Target sequence (Q96RJ0 whole entry, looked up): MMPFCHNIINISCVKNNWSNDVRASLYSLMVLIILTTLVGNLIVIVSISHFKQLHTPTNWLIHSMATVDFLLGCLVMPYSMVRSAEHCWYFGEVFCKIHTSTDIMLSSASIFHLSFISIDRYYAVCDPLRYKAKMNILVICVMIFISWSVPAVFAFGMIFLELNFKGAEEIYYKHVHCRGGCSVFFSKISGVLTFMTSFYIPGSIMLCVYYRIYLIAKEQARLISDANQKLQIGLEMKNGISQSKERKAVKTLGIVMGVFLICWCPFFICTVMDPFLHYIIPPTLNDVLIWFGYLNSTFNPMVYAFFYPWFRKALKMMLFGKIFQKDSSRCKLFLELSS
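Material: RD-HGA16 CHO cells with stable hTAAR1 and Gα16; Dosing: single nominal final test compound concentration of 3 µM; Schedule: seeding 17-24 h prior, 75-min 37 °C, 30-min RT dye loading; Detection: kinetic Fluo-8 calcium fluorescence measurement; Measure: % inhibition from peak post-agonist over basal fluorescence ratio; Benchmarks: vehicle and agonist controls.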
M1 ag parental: counter-screen for M1 agonists: effect in parental CHO-K1 cells | Fluo-8 calcium fluorescence; scaled to maximal ATP response, vehicle zero | activation, % at 3 µM | hit rate 0.48% among 360,000; in the data active = activation above about 15%;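 also: untransfected CHO-K1 host cells lacking M1 receptor as counterscreen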
TAAR1 agonist: human TAAR1 agonists, primary screen, Fluo-8 calcium fluorescence, CHO RD-HGA16 cells. Trace amine-associated receptor 1 (Homo sapiens), Q96RJ0. vehicle wells 0%, saturating PEA agonist 100%. activation, % at 3 µM. hit rate 0.99% among 360,000;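 active = activation above the mean activation of all test compounds in the run plus 3 SD, cut at about 38% in these data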
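Test system: RD-HGA16 (CHO) cells co-expressing Gα16 and hTAAR1 / Benchmarks: DMSO vehicle as 0%, PEA at EC100 as 100% / Repeats: no replicates (n 1) / Measure: % activation from peak over basal fluorescence ratio, DMSO-to-PEA scaled / Timing: 17-24 h plating, Fluo-8 75 min 37 °C, 30 min RT / Technique: kinetic Fluo-8 calcium fluorescence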
CHO-K1 Ca PAM: nonselective calcium activators in parental CHO-K1 cells, primary screen, counter-screen for M1 PAM project, cell-based, Fluo-8 calcium fluorescence, full deck, 1536-well; ATP EC20; 0% at ATP EC20, 100% at ATP max; activation, % at 3 µM; hit rate 0.02% among 360,000; AID 602247, 2012;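 active = activation above the run cutoff, the mean activation of all test compounds plus 3 SD, cut at about 40% in these data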;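 also: peak over basal fluorescence ratio in a 140 s read after ATP addition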
M1 antag: human M1 muscarinic receptor antagonists, primary screen, CHO-K1 cells, Fluo-8 calcium fluorescence, 1536-well. hit rate 1.3% among 360,000. CHO-K1 hM1, ACh EC80 antagonist. inhibition, % at 3 µM. AID 588852, 2011;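 active = percent inhibition above its own plate's cutoff, namely the mean of that plate's compound wells plus 3 SD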;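 also: peak over basal fluorescence ratio during 140 s after agonist addition; 0% = ACh EC80 plus DMSO and 100% = DMSO alone without agonist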
M1 ag: human M1 muscarinic receptor agonists, primary screen, Fluo-8 calcium fluorescence, CHO-K1 cells, HTS; CHO-K1 hM1, agonist mode; 0% DMSO, 100% acetylcholine EC100; Muscarinic acetylcholine receptor M1 (Homo sapiens), P11229; activation, % at 3 µM; AID 588814, 2011; hit rate 0.33% among 360,000;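 active = activation above the run's mean compound activation plus 3 SD, cut at about 16% in these data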;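 also: peak over basal fluorescence ratio within a 140 s kinetic read after compound addition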
OXTR potentiate: human OXTR potentiators, primary screen, fluorescence, CHO-OTR cells, Fluo-8 calcium; Fluo-8 calcium fluorescence, potentiator mode; 0% = oxytocin EC15, 100% = EC100; activation, % at 3 µM; hit rate 0.061% among 320,000; Oxytocin receptor (Homo sapiens), P30559;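 active = activation above that plate's cutoff, the mean activation of tested compounds plus 3 SD, cut at about 6.6% in these data, passing the limit was not always enough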;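 also: 100% uses oxytocin at 75 nM as the full agonist control; some results filed as inactive read as strong as hits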
Target sequence (P30559 whole entry, looked up): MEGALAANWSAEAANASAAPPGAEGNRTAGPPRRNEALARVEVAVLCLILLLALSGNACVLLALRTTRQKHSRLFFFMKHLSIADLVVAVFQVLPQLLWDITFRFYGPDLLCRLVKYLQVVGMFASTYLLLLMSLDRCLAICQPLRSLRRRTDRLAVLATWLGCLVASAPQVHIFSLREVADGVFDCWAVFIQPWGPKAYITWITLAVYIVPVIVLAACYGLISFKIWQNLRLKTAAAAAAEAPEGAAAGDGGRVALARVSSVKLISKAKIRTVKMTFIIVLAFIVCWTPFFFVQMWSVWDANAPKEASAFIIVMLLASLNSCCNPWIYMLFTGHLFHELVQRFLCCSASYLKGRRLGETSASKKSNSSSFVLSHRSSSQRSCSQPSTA
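assay system = CHO-OTR cells, human receptor | schedule = compound 6 min at room temperature before oxytocin, 100 s read | detection = Fluo-8 intracellular calcium fluorescence, ex 470-495, em 515-575 nm | evaluation = normalized max/min fluorescence ratio, % activation | control set = EC15 oxytocin alone as 0%, 75 nM oxytocin (EC100) as 100%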
CHO-K1 Ca antag: nonselective inhibitor or artifact in parental CHO-K1 cells; inhibition, % at 3 µM; ATP-induced calcium, Fluo-8 fluorescence; hit rate 0.6% among 360,000;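 active = inhibition above a per-plate cutoff, the plate's mean sample inhibition plus 3 SD, cut at about 24% in these data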;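 also: 0% = DMSO plus EC80 ATP and 100% = DMSO alone without ATP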
CHO parental Ca: ATP-evoked calcium signal inhibitors, parental CHO, primary screen, counter-screen for OX1R antagonist project, cell-based, fluorescence, Fluo-8 calcium dye. hit rate 0.63% among 330,000. AID 463079, 2010. inhibition, % at 5.6 µM. parental CHO-K1, ATP-induced calcium, Fluo-8 fluorescence;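 active = inhibition above that plate's mean sample inhibition plus 3 SD, cut at about 26% in these data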;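 also: 0% = ATP-challenged DMSO wells and 100% = DMSO wells without ATP; some compounds past the cut are filed as inactive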
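material = parental CHO cells | also added = ATP as calcium-mobilizing challenge | dosing = single point at 5.6 µM | detection = intracellular calcium via Fluo-8 no-wash fluorescent dye | read-out = % inhibition | benchmarks = low control ATP plus DMSO, high control DMSO only | repeats = one well per compound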
* = called active by the depositor. No enrichment for hits; overall some 4.2% were active at least once.

Screening CCCCCc1c(C)nc(N2CCN(Cc3ccc4c(c3)OCO4)CC2)[nH]c1=O returned TAAR1 antag -11, M1 ag parental 1.7, TAAR1 agonist -1, CHO-K1 Ca PAM 2, M1 antag -9, M1 ag -3, OXTR potentiate -7, CHO-K1 Ca antag -13 and CHO parental Ca -9.
COc1ccc(NC(=O)C(Cc2cc(C)cc(C)c2)C(C)C(=O)O)cc1 (configuration not stated) was read as TAAR1 antag 1, M1 ag parental 0.1, TAAR1 agonist 4, CHO-K1 Ca PAM 13, M1 antag -17, M1 ag -2, OXTR potentiate -2, CHO-K1 Ca antag -16 and CHO parental Ca -3.
For COc1ccc(/C=N/n2c(C)nnc2C)c(OC)c1OC the results were TAAR1 antag 9, M1 ag parental 0.1, TAAR1 agonist 3, CHO-K1 Ca PAM -3, M1 antag 1, M1 ag 1, OXTR potentiate 0, CHO-K1 Ca antag -6 and CHO parental Ca -17.
`CC(=O)c1ccc(OCC(O)CN2CCN(S(=O)(=O)c3cccc(Br)c3)CC2)cc1` (configuration not stated) gave TAAR1 antag 16, M1 ag parental 11, TAAR1 agonist 6, CHO-K1 Ca PAM -4, M1 antag 3, M1 ag -8, OXTR potentiate -11, CHO-K1 Ca antag 2 and CHO parental Ca 11.
For COc1ccc2c(c1)c(=O)c(C(=O)O)c(-c1ccc3c(c1)OCO3)n2C the results were TAAR1 antag 11, M1 ag parental 5.2, TAAR1 agonist 2, CHO-K1 Ca PAM -3, M1 antag 1, M1 ag -1, OXTR potentiate 4, CHO-K1 Ca antag 2 and CHO parental Ca 5.
For COC(=O)c1ccc(C(=O)OC)c(NC(=O)COC(=O)CC2CC3CCC2C3)c1 (configuration not stated) the results were TAAR1 antag -7, M1 ag parental -0.2, TAAR1 agonist 3, CHO-K1 Ca PAM 12, M1 antag 4, M1 ag -3, OXTR potentiate -1, CHO-K1 Ca antag -1 and CHO parental Ca -17.
COc1cc(NS(=O)(=O)c2ccc(NC(=O)c3cccnc3)cc2)ncn1 was read as TAAR1 antag -10, M1 ag parental 0.3, TAAR1 agonist 3, CHO-K1 Ca PAM -26, M1 antag -8, M1 ag 1, OXTR potentiate 0, CHO-K1 Ca antag 7 and CHO parental Ca -4.
Cc1ccc(C)c(S(=O)(=O)N2CCCOC2CNC(=O)C(=O)NC2CCCCC2)c1 (configuration not stated) was read as TAAR1 antag -19, M1 ag parental 0.9, TAAR1 agonist 2, CHO-K1 Ca PAM -2, M1 antag -5, M1 ag -1, OXTR potentiate -6, CHO-K1 Ca antag 0 and CHO parental Ca -16.
For O=C(Nc1nccs1)c1ccc(-c2ccccc2Cl)o1 the results were TAAR1 antag -12, M1 ag parental 0.1, TAAR1 agonist -3, CHO-K1 Ca PAM 4, M1 antag -14, M1 ag -9, OXTR potentiate -7, CHO-K1 Ca antag -13 and CHO parental Ca -36.
`O=C(Nc1cccc(Br)c1)c1ccn[nH]1` gave TAAR1 antag 2, M1 ag parental -0.3, TAAR1 agonist 2, CHO-K1 Ca PAM -5, M1 antag 11, M1 ag -3, OXTR potentiate -4, CHO-K1 Ca antag 8 and CHO parental Ca -8.
Screening O=C(NCCCN1CCCC1=O)C(=O)NCC1OCCCN1S(=O)(=O)c1cc(F)ccc1F (configuration not stated) returned TAAR1 antag 1, M1 ag parental 0.6, TAAR1 agonist 3, CHO-K1 Ca PAM -12, M1 antag 1, M1 ag 0, OXTR potentiate -9, CHO-K1 Ca antag -10 and CHO parental Ca -2.
Screening Cc1cccc(C(=O)NC(=S)N2CCN(c3ccc([N+](=O)[O-])cc3)CC2)c1 returned TAAR1 antag -12, M1 ag parental -0.1, TAAR1 agonist 7, CHO-K1 Ca PAM 4, M1 antag 0, M1 ag -10, OXTR potentiate -5, CHO-K1 Ca antag -7 and CHO parental Ca -10.
C(=N\Nc1nc(N2CCOCC2)nc(N2CCOCC2)n1)/c1cccnc1 was read as TAAR1 antag 5, M1 ag parental -0.2, TAAR1 agonist 19, CHO-K1 Ca PAM 0, M1 antag -5, M1 ag -1, OXTR potentiate -2, CHO-K1 Ca antag -20 and CHO parental Ca -13.
Cc1ccc(S(=O)(=O)Nc2cccc(Cl)c2)cc1NC(=O)C1CC1 was read as TAAR1 antag 2, M1 ag parental 5.5, TAAR1 agonist 11, CHO-K1 Ca PAM 10, M1 antag -2, M1 ag 2, OXTR potentiate -12, CHO-K1 Ca antag -14 and CHO parental Ca -17.
`Cc1c(NC(=O)C(C)OC(=O)CCOc2ccccc2)c(=O)n(-c2ccccc2)n1C` (configuration not stated) gave TAAR1 antag -8, M1 ag parental -0.7, TAAR1 agonist -1, CHO-K1 Ca PAM -3, M1 antag 1, M1 ag -3, OXTR potentiate -3, CHO-K1 Ca antag 9 and CHO parental Ca -16.

Random excerpt: four records from the list
COc1ccc(NC(=O)C(Cc2cc(C)cc(C)c2)C(C)C(=O)O)cc1 (configuration not stated) was read as TAAR1 antag 1, M1 ag parental 0.1, TAAR1 agonist 4, CHO-K1 Ca PAM 13, M1 antag -17, M1 ag -2, OXTR potentiate -2, CHO-K1 Ca antag -16 and CHO parental Ca -3.
Screening Cc1cccc(C(=O)NC(=S)N2CCN(c3ccc([N+](=O)[O-])cc3)CC2)c1 returned TAAR1 antag -12, M1 ag parental -0.1, TAAR1 agonist 7, CHO-K1 Ca PAM 4, M1 antag 0, M1 ag -10, OXTR potentiate -5, CHO-K1 Ca antag -7 and CHO parental Ca -10.
Screening O=C(NCCCN1CCCC1=O)C(=O)NCC1OCCCN1S(=O)(=O)c1cc(F)ccc1F (configuration not stated) returned TAAR1 antag 1, M1 ag parental 0.6, TAAR1 agonist 3, CHO-K1 Ca PAM -12, M1 antag 1, M1 ag 0, OXTR potentiate -9, CHO-K1 Ca antag -10 and CHO parental Ca -2.
For COc1ccc2c(c1)c(=O)c(C(=O)O)c(-c1ccc3c(c1)OCO3)n2C the results were TAAR1 antag 11, M1 ag parental 5.2, TAAR1 agonist 2, CHO-K1 Ca PAM -3, M1 antag 1, M1 ag -1, OXTR potentiate 4, CHO-K1 Ca antag 2 and CHO parental Ca 5.

More entries.
CC(NC(=O)COC(=O)C1=COCCO1)C12CC3CC(CC(C3)C1)C2 (configuration not stated) was read as TAAR1 antag -2, M1 ag parental 2.9, TAAR1 agonist 21, CHO-K1 Ca PAM 2, M1 antag 7, M1 ag -5, OXTR potentiate -2, CHO-K1 Ca antag -11 and CHO parental Ca -2.
Screening COC(=O)CCC(=O)OC1(C)C(=O)C=C2C=C(C3CC3)N(C3CC3)C=C2C1=O (configuration not stated) returned TAAR1 antag 1, M1 ag parental 0.1, TAAR1 agonist 5, CHO-K1 Ca PAM 7, M1 antag -8, M1 ag -3, OXTR potentiate 1, CHO-K1 Ca antag -7 and CHO parental Ca -3.
Screening C=C(C)COc1ccc(-c2ncncc2-c2ccc(OC)cc2)c(O)c1 returned TAAR1 antag 18, M1 ag parental -0.9, TAAR1 agonist 1, CHO-K1 Ca PAM -3, M1 antag 14, M1 ag -8, OXTR potentiate -19, CHO-K1 Ca antag -7 and CHO parental Ca -21.
`O=C(CCSc1ccccc1)Nc1nc2c(s1)CCCC2` gave TAAR1 antag -15, M1 ag parental 1.6, TAAR1 agonist 9, CHO-K1 Ca PAM 7, M1 antag -8, M1 ag -5, OXTR potentiate 2, CHO-K1 Ca antag -19 and CHO parental Ca -12.
For CC1(C)CC(=O)C2=C(C1)OC(N)=C(C#N)C2c1ccsc1 (configuration not stated) the results were TAAR1 antag -10, M1 ag parental -0.1, TAAR1 agonist 2, CHO-K1 Ca PAM 11, M1 antag -6, M1 ag -5, OXTR potentiate -19, CHO-K1 Ca antag -1 and CHO parental Ca -15.
`COc1ccc(/C(O)=C2/C(=O)C(=O)N(c3ncccn3)C2c2ccc(C(C)(C)C)cc2)cc1` (configuration not stated) gave TAAR1 antag -5, TAAR1 agonist 2, OXTR potentiate -7 and CHO parental Ca -1.
CC(C)(C)C(=O)Nc1nnc(-c2ccccc2)c(-c2ccccc2)n1 was read as TAAR1 antag -17, M1 ag parental 0.6, TAAR1 agonist -1, CHO-K1 Ca PAM 13, M1 antag 4, M1 ag -6, OXTR potentiate 0, CHO-K1 Ca antag -3 and CHO parental Ca -8.
CCc1ccc(S(=O)(=O)Nc2c(C)nn(C)c2C)cc1 was read as TAAR1 antag 10, M1 ag parental 7.3, TAAR1 agonist 8, CHO-K1 Ca PAM 3, M1 antag 4, M1 ag 1, OXTR potentiate -8, CHO-K1 Ca antag 9 and CHO parental Ca 3.
`c1nnc(NCNc2nncs2)s1` gave TAAR1 antag -6, M1 ag parental 0.0, TAAR1 agonist 1, CHO-K1 Ca PAM 5, M1 antag -6, M1 ag -3 and CHO-K1 Ca antag -3.
Screening C=C1c2cccc(OC)c2O[C@H](C(=O)OCC)[C@@H]1CC(CC)CCCC (some centres not stated) returned TAAR1 antag -18, M1 ag parental -0.6, TAAR1 agonist 2, CHO-K1 Ca PAM 0, M1 antag -14, M1 ag 5, CHO-K1 Ca antag -6 and CHO parental Ca -39.
O=C(Nc1ccc(NC(=S)NC(=O)c2cccs2)cc1)c1ccccc1 was read as TAAR1 antag 18, M1 ag parental 4.2, TAAR1 agonist 14, CHO-K1 Ca PAM 20, M1 antag 1, M1 ag -3, OXTR potentiate -4, CHO-K1 Ca antag -5 and CHO parental Ca -3.

Source: PubChem BioAssay
